Eya2 phos inh: blocks the phosphatase activity of human Eya2 | recombinant Eya2, OMFP fluorescence dephosphorylation (OMFP is methylfluorescein phosphate) | Potency, µM (series often up to 76.9 µM), for inactives: at the highest dose activity, negative = inhibition, most hits filed as inhibitors | 330,000 compounds, 0.006% hits | AID 488837; note: potency is the fitted concentration of half-maximal effect; % is set by controls: 0 for no effect and ±100 for the full control effect
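Eya2 (0.2 uM) preincubated 10 min at ambient with compound, then OMFP substrate added at 50 uM; 10 min reaction in 50 mM HEPES pH 7.5, 50 mM NaCl, 5 uM MgCl2, 0.05% BSA, 1 mM DTT. Fluorescence read at Ex 485/Em 525 nm.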
Mito fusion yeast: inhibitors of mitochondrial division or activators of mitochondrial fusion | AID 485298 | Potency, µM (top dose mostly 46.1 µM), inactives show at the highest dose growth rescue (activation), actives largely listed as activators | S. cerevisiae fusion-defective mutant growth rescue, CellTiterGlo 48 h | 320,000 compounds, 0.23% hits;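 note: potency is the fitted concentration of half-maximal effect; % of control where 0% means no effect; nearly all actives have a fitted effect of over 45% in size; temperature-sensitive fusion mutants such as fzo1-1 at 37 °C on non-fermentable ethanol glycerol medium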
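Luminescent cell viability in 1536-well qHTS format served as the measure of rescued growth in ts fusion-mutant S. cerevisiae cultured on non-fermentable YPEG for 48 hours at 37C.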
GALK inhibitor: inhibitors of human galactokinase; P51570; 270,000 compounds, 0.007% hits; Purified GALK, Kinase-Glo residual ATP luminescence; Potency, µM (series often up to 57.5 µM), without a hit: at the highest dose activity change, negative = inhibition, usual class: inhibitors; AID 1868; note: potency is the fitted concentration of half-maximal effect; % is set by controls: 0 for no effect and ±100 for the full control effect
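The enzyme phosphorylates galactose (100 uM) using ATP (35 uM); inhibition is detected as higher residual ATP, quantified by bioluminescence after 1 h reaction at room temperature, pH 8.0.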
Chronic BCR inh: inhibitors of chronic active B-cell receptor signaling. Potency, µM (doses to about 46.1 µM), for the others: at the top dose ratio change, negative = lower green/red ratio, usual class: inhibitors. ABC-DLBCL IkBa-CBG/CBR reporter, luminescence ratio, 4 h. 340,000 compounds, 0.05% hits; active = well fitted inhibition curve with a large enough effect in the signal ratio, with a control signal flat, not every such curve was filed as active; inconclusive = small, poorly fitted or top-dose-only effect, or effect the other way, or a change in a side signal; the % refers to the signal ratio;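 note: potency is the fitted concentration of half-maximal effect; plate controls were basal doxycycline-induced cells for no effect and cells given 10 µM MG132 for full effect; MG132 reads +100%, hits lower the ratio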
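Concentration-response series (up to 46 uM) were applied to TMD8 dual-reporter cells for 4 h at 37C with doxycycline. Green/red ratio, after filter-overlap correction, defined %Activity; red signal alone was normalised to basal cells and zero luminescence.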
USP2a block: blocks human ubiquitin-specific protease USP2a. O75604. USP2 core, Ub-CHOP2 coupled fluorogenic reporter, 485/531. Potency, µM (series often up to 38.3 µM), without a hit: at the highest dose activity change, negative = inhibition, hits mostly inhibitors. 330,000 compounds, 0.01% hits. AID 463254;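 note: potency is the fitted concentration of half-maximal effect; plate controls were DMSO wells for no effect and full inhibition by NEM control for full effect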
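Deubiquitinase activity read as fluorescence (485/531 nm) after Ub-CHOP2 cleavage activates the enterokinase reporter on its substrate; USP2 core 10nM, Ub-CHOP2 and substrate 25nM each, 30min compound preincubation then 60min RT; data normalized to NEM, curves fitted.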
TSHR antag: human thyrotropin receptor antagonism; P16473; 330,000 compounds, 0.2% hits; activity change, negative = inhibition, % at 11.5 µM; TSHR-expressing cells, TSH-stimulated cAMP HTRF, 2 h; active compounds read low;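 active = activity change below a set negative limit, meaning inhibition stronger than a set level, cut at about -70% in these data; inconclusive = activity change between two set negative limits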; note: % is set by controls: 0 for no effect and ±100 for the full control effect
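Freshly harvested TSHR cells receive pin-tooled compound, then EC80 TSH at 4nM final. After 2 hours at 37 deg C, antibody in lysis buffer and cAMP-d2 are added; 30 minutes at ambient temperature precede the HTRF read.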
MBNL1 CUG block: inhibitors of human MBNL1 binding to CUG repeat RNA. Q9NR56. TR-FRET MBNL1-His/biotin-(CUG)12 binding, 665/545 ratio. Potency, µM (series often up to 57.5 µM), without a hit: at the top dose activity change, negative = inhibition, actives largely listed as inhibitors. 280,000 compounds, 0.036% hits. AID 2675; active = well fitted inhibition curve with a large enough effect in the signal ratio, with a control signal flat, not every such curve was filed as active; inconclusive = small, poorly fitted or top-dose-only effect, or effect the other way, or a change in a side signal; inactive = no such curve, though single readings can be large or run the other way; the % refers to the signal ratio; note: potency is the fitted concentration of half-maximal effect; % is set by controls: 0 for no effect and ±100 for the full control effect
Target sequence (Q9NR56 whole entry, looked up): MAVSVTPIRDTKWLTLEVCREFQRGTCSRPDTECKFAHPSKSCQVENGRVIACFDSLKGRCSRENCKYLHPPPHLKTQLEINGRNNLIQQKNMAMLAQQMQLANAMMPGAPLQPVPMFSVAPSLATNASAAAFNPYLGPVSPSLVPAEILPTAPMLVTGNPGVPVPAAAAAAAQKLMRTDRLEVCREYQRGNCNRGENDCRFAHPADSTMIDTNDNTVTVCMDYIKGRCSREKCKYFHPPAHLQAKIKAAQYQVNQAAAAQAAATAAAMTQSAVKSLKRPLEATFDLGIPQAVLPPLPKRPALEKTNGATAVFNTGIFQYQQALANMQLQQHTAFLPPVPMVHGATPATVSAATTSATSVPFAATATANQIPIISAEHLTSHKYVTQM
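MBNL1-His + Biotin-(CUG)12, cpd titration 92 nM–58 uM; Tb anti-His Ab 0.055 ng/ul, SA-XL665 5 nM (final); 60 min RT; ratiometric 665/545 nm, Ex 340 nm; normalized to buffer and full-complex controls.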
Menin-MLL TR inh: menin-MLL binding inhibition, Texas Red mutant peptide | Menin + Texas Red MLL mutant peptide, fluorescence polarization | Potency, µM (highest dose often 61.6 µM), without a hit: top-dose FP activity change, negative = inhibition, actives largely listed as inhibitors | 270,000 compounds, 0.23% hits | AID 1768; active = well fitted inhibition curve with a large enough effect in the polarisation, with a control signal flat, not every such curve was filed as active; inconclusive = small, poorly fitted or top-dose-only effect, or effect the other way, or a change in a side signal; inactive = no such curve, though single readings can be large or run the other way; the % refers to the polarisation; note: potency is the fitted concentration of half-maximal effect; % of control where 0% means no effect; many of its hits are not listed in these tables
Target sequence (O00255 whole entry, looked up): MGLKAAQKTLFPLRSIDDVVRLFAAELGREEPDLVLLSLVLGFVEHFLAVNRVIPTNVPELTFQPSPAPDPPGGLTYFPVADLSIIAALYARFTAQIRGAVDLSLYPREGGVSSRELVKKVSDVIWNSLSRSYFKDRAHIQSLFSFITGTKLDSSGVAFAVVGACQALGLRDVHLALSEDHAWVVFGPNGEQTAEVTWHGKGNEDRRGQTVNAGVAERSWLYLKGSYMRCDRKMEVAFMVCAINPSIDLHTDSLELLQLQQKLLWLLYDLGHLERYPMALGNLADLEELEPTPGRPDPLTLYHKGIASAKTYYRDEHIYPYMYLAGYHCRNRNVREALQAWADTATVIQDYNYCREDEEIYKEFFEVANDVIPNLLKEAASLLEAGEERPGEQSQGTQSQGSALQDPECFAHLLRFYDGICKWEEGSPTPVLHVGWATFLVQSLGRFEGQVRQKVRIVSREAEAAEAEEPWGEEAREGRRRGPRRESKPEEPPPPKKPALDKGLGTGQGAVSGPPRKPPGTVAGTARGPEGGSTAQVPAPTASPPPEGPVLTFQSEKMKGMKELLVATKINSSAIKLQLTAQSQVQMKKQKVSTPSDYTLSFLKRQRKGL
S-ASM inh: inhibitors of human secretory acid sphingomyelinase; placental ASM, HMU-PC fluorogenic substrate, 60 min; Potency, µM (series often up to 57.5 µM), inactives show top-dose activity change, negative = inhibition, hits mostly inhibitors; 340,000 compounds, 0.006% hits; AID 504937; note: potency is the fitted concentration of half-maximal effect
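qHTS format. ASM enzyme prepared from human placenta hydrolyses the fluorogenic substrate HMU-PC0 (9 uM final) over 60 min at 37 °C after a 10 min compound preincubation.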
PKM2 act: increases activity of human pyruvate kinase M2; purified PKM2, Kinase-Glo ATP luminescence, activation; response scale: 0% is enzyme alone, no compound; Potency, µM (top dose mostly 57.5 µM), without a hit: at the highest dose activation, most hits filed as activators; 260,000 compounds, 0.34% hits; note: potency is the fitted concentration of half-maximal effect; % is set by controls: 0 for no effect and ±100 for the full control effect; nearly all actives have a fitted effect of over 55% in size
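Purified hPK-M2 (>95%) run at intermediate activity with 0.1 mM ADP and 0.5 mM PEP in 50 mM imidazole pH 7.2, KCl, MgCl2; 1 h room temperature. ATP formed read by Kinase-Glo luminescence; normalized to uninhibited and no-enzyme controls.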
KCNH2 WT inh: inhibitors of human wildtype KCNH2 potassium channel; 340,000 compounds, 0.37% hits; AID 720551; U2OS, BacMam KCNH2, thallium flux FluxOr; active compounds read low; Q12809; activity change, % at 1.84 µM;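 active = maximum activity change below -70%; inconclusive = maximum activity change between -70% and -50%; inactive = maximum activity change above -50%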; note: % is set by controls: 0 for no effect and ±100 for the full control effect
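U2OS cells were transduced with wild-type KCNH2 virus (2.03 x 10^8 / mL) for 4 h at room temperature, then cultured overnight at 37 C. Thallium flux was read with FluxOr dye. Rate constants were normalized to DMSO controls.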
* = called active by the depositor; i = inactive; ? = inconclusive; / = not tested or not shown; [ ] = dose if it differs, or a comment. Unless noted, calls come from the whole dose curve; as a rule, active = well fitted curve in the direction sought with a large enough effect; inconclusive = small, poorly fitted or top-dose-only effect, or another doubt; inactive = no such curve, though single readings can be large; an effect the other way counts as inactive or inconclusive. These rows are one share of the data. The share of hits here may be higher or lower than overall.

Every second line gives: Eya2 phos inh, Mito fusion yeast, GALK inhibitor, Chronic BCR inh, USP2a block, TSHR antag, MBNL1 CUG block, Menin-MLL TR inh, S-ASM inh, PKM2 act, KCNH2 WT inh
Cc1ccc(-c2c[n+](Cc3cccc(Cl)c3)c3n2CCC3)cc1
→ 3%, 0%, 5%, 2%, 1%, -6, 1%, /, -2%, -6%, -4
COc1ccc(CCNC(=O)COC(=O)C2CC2C)cc1 (configuration not stated)
→ 7%, 2%, /, -1%, -1%, 4, /, /, 9%, /, -10
COc1ccc(CNC(=O)c2cc(-c3ccco3)on2)cc1
→ 16%, 2%, 1%, ?, -2%, 12, 6%, 8%, -1%, -2%, 5
Cc1ccc(S(=O)(=O)N2CCOCC2)cc1C(=O)Nc1ccc2c(c1)CCC2
→ -10%, -1%, 1%, -1%, -5%, 17, /, 19%, -3%, -8%, 5
Cc1cc(N2CCN(c3nc(-c4ccc([N+](=O)[O-])cc4)cs3)CC2)c2ccccc2n1
→ -14%, -3%, 1%, 5%, 2%, -26, 14%, 2%, -25%, -8%, -122*
CC(OC(=O)C1=COCCO1)C(=O)Nc1ccccc1C#N (configuration not stated)
→ -8%, 5%, -7%, -2%, 0%, 2, -6%, 0%, -3%, -3%, 4
COCc1c(C(=O)N2CCN(Cc3c(F)cccc3Cl)CC2)oc2ccccc12
→ 9%, 3%, 0%, 14%, 6%, -23, -4%, ?, 0%, 0%, -3
Cc1ccn(CCNC(=O)C2CCC(=O)N(Cc3ccc(Cl)cc3)C2)n1 (configuration not stated)
→ 13%, 0%, 9%, -3%, 0%, 17, -3%, /, 2%, -3%, -5
CN(C)c1ccc(N2C(=O)CC(c3ccccc3)CC2=O)cc1
→ 2%, -3%, -2%, 3%, 2%, -2, 4%, /, -1%, -1%, 2
O=C(NC(=S)Nc1ccccc1Br)C1CCCC1
→ -9%, -3%, -5%, ?, 3%, -6, -1%, /, -6%, -6%, -13
O=C(CSc1ccc(Cl)cc1)Nc1ccc(NC(=O)c2ccco2)cc1
→ 0%, -5%, 1%, 12%, 1%, 7, -9%, /, 2%, -1%, 11
Cc1cc(C)c2c(c1)-c1c(ssc1=S)C(C)(C)N2C(=O)CSc1nncn1C
→ 12%, 1%, 8%, -9%, -7%, 12, ?, -12%, -17%, ?, 8
Cc1ccc(OCC(=O)NC(C)c2ccccc2)cc1 (configuration not stated)
→ 11%, 2%, -1%, -1%, -1%, -12, -3%, 3%, -2%, 0%, -25
NC(=O)c1ccc(NC(=O)COC(=O)c2c3c(nc4ccccc24)/C(=C\c2ccc4c(c2)OCO4)CCC3)cc1
→ -6%, ?, -1%, 1%, 2%, 1, -6%, ?, 148%[activator], 4%, -11
COC(=O)Cc1c(C)c2ccc(OCC(=O)N3CCOCC3)cc2oc1=O
→ 4%, -1%, -5%, -1%, 0%, -1, 0%, 13%, 7%, 3%, -4
COc1ccc(OC)c(S(=O)(=O)Nc2ccc(C(C)=O)cc2)c1
→ -2%, 3%, 1%, -4%, -3%, 2, -5%, 18%, -2%, -2%, -15
COc1ccc(C(=O)Nn2c(C)nc3ccccc3c2=O)c(OC)c1
→ -18%, 4%, -3%, 1%, 1%, -7, -9%, 13%, 4%, /, -7
Cc1ccc(NC(=O)C(=O)NCCN2CCN(Cc3ccc([N+](=O)[O-])cc3)CC2)cc1
→ 6%, 1%, 1%, 0%, 0%, 3, /, -8%, -1%, -2%, -82*
COCCNC(=S)Nc1ccc(N2CCOCC2)c(S(=O)(=O)Nc2ccccc2OC)c1
→ 0%, -6%, /, 4%, 0%, 4, /, /, 0%, /, 3
O=C(NC(=S)NCC1CCCO1)c1ccc(Br)o1 (configuration not stated)
→ -1%, 16%, -2%, 5%, 0%, -10, -9%, 3%, 2%, -5%, i
Fc1ccc(Cn2c(SCc3ccc(F)c(C(F)(F)F)c3)nnc2C(F)(F)F)cc1
→ -18%, 2%, -3%, ?, -2%, -17, 8%, /, -5%, 2%, 0
Cc1cc(C)c(S(=O)(=O)N2CCOC2CNC(=O)C(=O)NCCN2CCOCC2)c(C)c1 (configuration not stated)
→ -4%, 1%, 4%, -1%, 2%, 26, 4%, -1%, 6%, 0%, -2
O=C(NCCN1CCN(c2ccccc2F)CC1)c1cccn2c(=O)c3ccccc3nc12
→ -12%, 2%, -1%, 2%, 3%, -8, 6%, ?, 29%, -8%, -14
CC(C)c1ccccc1N1CC(C(=O)O)CC1=O (configuration not stated)
→ 3%, 5%, 3%, 6%, -2%, 0, -4%, -1%, 3%, -6%, -6
O=C(C1COc2ccccc2O1)N1CCN(c2ccc([N+](=O)[O-])cc2)CC1 (configuration not stated)
→ -1%, /, /, 0%, 0%, /, /, /, -18%, /, 3
CCOC(=O)C(CC)n1cnc2c(nnn2-c2ccccc2)c1=O (configuration not stated)
→ -5%, 3%, /, -1%, 2%, -1, -2%, 5%, 1%, 14%, 8
CCC(CC)c1nnc(NC(=O)COc2ccc3c(C)cc(=O)oc3c2)s1
→ -16%, -2%, 1%, -6%, 2%, 8, -4%, -28%, 15%, 1%, 11
C=COCCNC(=O)C1CC(=O)N(c2ccc(C)cc2)C1 (configuration not stated)
→ -14%, 1%, -2%, -14%, -1%, -3, -1%, 16%, 3%, -1%, -9
C=CCNC(=O)C1CCN(S(=O)(=O)c2ccc3ccccc3c2)CC1
→ 7%, 1%, -3%, -2%, -1%, -7, -6%, 6%, -5%, 19%, -6
CSCCC(NS(=O)(=O)c1ccc(C)cc1C)C(=O)Nc1cccnc1 (configuration not stated)
→ -9%, /, /, -1%, 1%, -13, /, /, 5%, /, 6
COc1cccc(C2c3c(-c4ccccc4O)n[nH]c3C(=O)N2Cc2ccco2)c1 (configuration not stated)
→ ?, 7%, -3%, -5%, -3%, -2, -3%, /, -14%, 4%, -4
CCCC(C(=O)NCC1CCCO1)N(C(=O)CNS(=O)(=O)c1ccccc1)c1ccc(F)cc1 (configuration not stated)
→ -1%, -2%, 7%, -1%, 3%, 7, -4%, -14%, 0%, -3%, -10
CCOc1ncccc1C(=O)OCC(=O)Nc1cccc(S(=O)(=O)N2CCCCCC2)c1
→ -8%, 5%, /, -5%, -8%, -21, /, /, 0%, /, 9
CCN(CC)CCN1C(=O)C(=O)/C(=C(/O)c2ccc(S(=O)(=O)N3CCOCC3)cc2)C1c1ccc(C(C)C)cc1 (configuration not stated)
→ 4%, -2%, -2%, 1%, -1%, -12, ?, 2%, -4%, 0%, -8
O=C(c1ccc(F)cc1)N1CCCC(c2nc(-c3cccs3)no2)C1 (configuration not stated)
→ 1%, -2%, 11%, -8%, 0%, 29, -9%, 1%, -2%, 1%, -5
COc1ccc(C(=O)n2nc(-c3ccc(C)cc3)nc2N)cc1OC
→ 13%, 0%, 1%, ?, 2%, -9, -4%, -11%, 4%, -8%, 12
Cc1cccc(NC(=S)N(CCCN2CCOCC2)Cc2ccccn2)c1
→ 3%, -2%, 1%, -1%, 2%, 10, -4%, 2%, 3%, -1%, -4
O=C(CN1CCOCC1)Nc1ncc(Br)cc1Br
→ -4%, -4%, 0%, ?, -4%, -6, -2%, -24%, 6%, 2%, -16
C=CCN1C(=O)C2(NNc3ccccc3O2)c2ccccc21 (configuration not stated)
→ 13%, -15%, -1%, 3%, 0%, -3, ?, ?, -26%, 3%, 0
COc1cccc(CNC(=O)CCNS(=O)(=O)c2ccc3[nH]c(=O)oc3c2)c1
→ 4%, -1%, -5%, 0%, -2%, -5, -1%, /, 0%, /, -1
